# Assay outcomes (PubChem BioAssay)
# KCNH2 3.1 block – KCNH2 3.1 (human) potassium channel inhibition; U2OS KCNH2 3.1, thallium flux FluxOr; active compounds read low; activity change, % (tested at about 1.8 µM); actives 0.95% (n = 340,000); AID 720553;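 active means maximum activity change below -70%; inconclusive means maximum activity change from -70% to -50%; inactive means maximum activity change above -50%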;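 further: thallium influx rate constant from kinetic fluorescence after stimulation buffer; on the % scale 0 is the no-effect control and ±100 the full control effect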
#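 Thallium flux read-out: FluxOr dye with Red40 quencher in HBSS/HEPES, 45 min at RT. Rate constants from kinetic reads were normalized to positive and negative DMSO controls. Cells: U2OS virally expressing the 3.1 isoform.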
# Eya2 phos inh – inhibitors of human Eya2 phosphatase activity. O00167. recombinant Eya2, OMFP fluorescence dephosphorylation (OMFP is methylfluorescein phosphate). Potency, µM (top dose mostly 76.9 µM), for the others: top-dose activity, negative = inhibition, most hits filed as inhibitors. actives 0.006% (n = 330,000). AID 488837; further: potency means the concentration at half of the fitted maximal effect; on the % scale 0 is the no-effect control and ±100 the full control effect
#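 Eya2 (0.2 uM) preincubated 10 min at ambient with compound, then OMFP substrate added at 50 uM; 10 min reaction in 50 mM HEPES pH 7.5, 50 mM NaCl, 5 uM MgCl2, 0.05% BSA, 1 mM DTT. Fluorescence read at Ex 485/Em 525 nm.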
# TCR activator – activators of T cell receptors; Potency, µM (top dose mostly 9.22 µM), for inactives: at the highest dose activation of IL-2 secretion, actives largely listed as activators; primary human leukocytes, anti-CD3, IL-2 HTRF, 48 h; 330,000 tested, under 10 active; further: % of control where 0% means no effect
#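 Primary human leukocytes were stimulated with a-CD3 beads plus compounds for 48 hr without co-stimulation; secreted IL-2 was quantified by HTRF using a-IL-2-K (europium cryptate) and a-IL-2-d2, excited at 320nm with acceptor emission read at 665nm.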
# TSHR antagonist – antagonists of human thyroid stimulating hormone receptor. TSHR-expressing cells, TSH-stimulated cAMP HTRF, 2 h; active compounds read low. activity change, negative = inhibition, % at 11.5 µM. actives 0.2% (n = 330,000);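 active means activity change below a set negative limit, meaning inhibition stronger than a set level, cut at about -70% in these data; inconclusive means activity change between two set negative limits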; further: on the % scale 0 is the no-effect control and ±100 the full control effect
#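 TSHR-expressing cells were treated with compounds, then stimulated with TSH at EC80 (4nM final) for 2 hours at 37 deg C. Cellular cAMP was measured by HTRF competition between lysate cAMP and cAMP-d2 for a cryptate-labelled anti-cAMP antibody.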
# TRPV1 agonist – agonists of human vanilloid receptor 1 (TRPV1); Q8NER1; TRPV1-expressing cells, Fluo-8 calcium influx, agonist mode; actives 0.19% (n = 320,000); AID 540275; activation, % at 8.33 µM; in the data active means activation above about 80%; inconclusive means between about 30% and that limit; further: 0% is about no effect
# Target sequence (Q8NER1 whole entry, looked up): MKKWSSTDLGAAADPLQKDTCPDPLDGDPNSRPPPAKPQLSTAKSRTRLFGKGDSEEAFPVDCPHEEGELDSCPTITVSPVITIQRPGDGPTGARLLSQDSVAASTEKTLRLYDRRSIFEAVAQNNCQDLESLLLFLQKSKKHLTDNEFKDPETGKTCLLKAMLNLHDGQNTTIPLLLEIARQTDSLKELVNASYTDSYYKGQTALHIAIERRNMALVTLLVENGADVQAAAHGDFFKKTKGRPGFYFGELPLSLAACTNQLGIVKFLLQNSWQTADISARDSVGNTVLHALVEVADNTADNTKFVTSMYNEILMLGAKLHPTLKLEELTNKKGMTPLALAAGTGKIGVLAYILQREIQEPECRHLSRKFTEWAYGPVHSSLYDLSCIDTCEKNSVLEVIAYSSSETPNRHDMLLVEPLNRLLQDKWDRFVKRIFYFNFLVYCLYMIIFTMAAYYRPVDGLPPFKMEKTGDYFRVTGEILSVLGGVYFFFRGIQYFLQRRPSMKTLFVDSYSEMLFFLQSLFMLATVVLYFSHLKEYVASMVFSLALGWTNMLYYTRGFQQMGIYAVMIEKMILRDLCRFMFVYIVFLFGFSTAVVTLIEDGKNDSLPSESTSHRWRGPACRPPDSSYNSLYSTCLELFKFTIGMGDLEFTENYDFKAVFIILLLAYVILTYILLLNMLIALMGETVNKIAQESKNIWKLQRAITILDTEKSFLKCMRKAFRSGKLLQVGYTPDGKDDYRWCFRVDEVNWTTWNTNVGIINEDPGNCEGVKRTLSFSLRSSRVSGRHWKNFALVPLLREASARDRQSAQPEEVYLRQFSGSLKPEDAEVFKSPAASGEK
#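 Fluo-8 calcium influx in TRPV1-expressing cells, kinetic read (ex 480/em 520 nm). Compound added and read 3 min for agonist activity, followed by capsaicin at EC20 final and 2 min further read for enhancement.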
# AT treatment – potential ataxia-telangiectasia treatment; […] A-T fibroblasts, KAP-1 phosphorylation AlphaLISA; neocarzinostatin DNA damage 30 min before lysis; Potency, µM (highest dose often 57.5 µM), for the others: at the top dose activation, hits mostly activators; actives 0.19% (n = 320,000); AID 485349; further: potency means the concentration at half of the fitted maximal effect; % of control where 0% means no effect; nearly all actives have a fitted effect of over 45% in size
#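 ATM-like activity read as KAP-1 phosphorylation via AlphaLISA donor/acceptor antibody pairs after lysis and 6 hr at 25C. Cells were ATM-null patient fibroblasts ([…], hTERT), dosed 60 min, then exposed to the DSB inducer NCS for 30 min.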
# USP2a block – inhibitors of human ubiquitin-specific protease USP2a; O75604; USP2 core, Ub-CHOP2 coupled fluorogenic reporter, 485/531; Potency, µM (titrated, usually from 38.3 µM), without a hit: at the top dose activity change, negative = inhibition, most hits filed as inhibitors; actives 0.01% (n = 330,000); AID 463254;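 further: potency means the concentration at half of the fitted maximal effect; plate controls were DMSO wells for no effect and full inhibition by NEM control for full effect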
#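 Deubiquitinase activity read as fluorescence (485/531 nm) after Ub-CHOP2 cleavage activates the enterokinase reporter on its substrate; USP2 core 10nM, Ub-CHOP2 and substrate 25nM each, 30min compound preincubation then 60min RT; data normalized to NEM, curves fitted.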
# Mito fusion yeast – blocks mitochondrial division or promotes mitochondrial fusion. S. cerevisiae fusion-defective mutant growth rescue, CellTiterGlo 48 h. Potency, µM (top dose mostly 46.1 µM), inactives show at the highest dose growth rescue (activation), hits mostly activators. actives 0.23% (n = 320,000);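 further: potency means the concentration at half of the fitted maximal effect; % of control where 0% means no effect; nearly all actives have a fitted effect of over 45% in size; temperature-sensitive fusion mutants such as fzo1-1 at 37 °C on non-fermentable ethanol glycerol medium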
#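 Yeast fusion mutant, YPEG (non-fermentable carbon), compound, 48 h at 37C non-permissive; CellTiterGlo added, 10 min RT, luminescence read. Rescued growth = division inhibition.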
# ELG1 DNA repair – ELG1-dependent DNA repair inhibition. HEK293T ELG1-luciferase reporter, luminescence, 16 h; DNA damage induced by 5-fluorouridine. Potency, µM (titrated, usually from 46.1 µM), for the others: top-dose activity change, negative = inhibition, hits mostly inhibitors. actives 2.3% (n = 330,000); further: potency means the concentration at half of the fitted maximal effect; on the % scale 0 is the no-effect control and ±100 the full control effect; nearly all actives have a fitted effect of over 55% in size
#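 Cells (2,000 per well) received 5-fluorouridine plus test compound or DMSO and were incubated 16 hr at 37 °C, 5% CO2. Luciferase activity was read by luminescence 30 min after ONE-Glo addition; signal suppression marked inhibition of damage-induced ELG1 function.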
# hERG WT inh – blocks the wildtype human KCNH2 potassium channel | U2OS, BacMam KCNH2, thallium flux FluxOr; active compounds read low | activity change, % at 1.84 µM | actives 0.37% (n = 340,000) | AID 720551;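 active means maximum activity change below -70%; inconclusive means maximum activity change between -70% and -50%; inactive means maximum activity change above -50%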; further: on the % scale 0 is the no-effect control and ±100 the full control effect
#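 U2OS cells transduced with wild-type KCNH2 virus are loaded with FluxOr dye for 45 min, and thallium flux is measured in kinetic reads before and after stimulation buffer. Rate constants are normalized to DMSO controls.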
# The depositor's hits bear a star; ? = inconclusive; · = not tested or not shown; [ ] = another dose, or the depositor's remark. Unless noted, the call rests on the fitted dose curve; in most records, active means well fitted curve in the direction sought with a large enough effect; inconclusive means small, poorly fitted or top-dose-only effect, or another doubt; inactive means no such curve, though single readings can be large; an effect the other way counts as inactive or inconclusive. The list is partial; the hit share may differ from the screen's.
SMILES,KCNH2 3.1 block,Eya2 phos inh,TCR activator,TSHR antagonist,TRPV1 agonist,AT treatment,USP2a block,Mito fusion yeast,ELG1 DNA repair,hERG WT inh
CCOC(=O)C(C)Sc1cc(CS(=O)(=O)c2ccccc2)nc(-c2ccccc2)n1 (centres undefined),20,-2%,3%,5,?,0%,-2%,1%,-16%,4
CSc1ccc(C2c3[nH]c4ccccc4c3CCN2C(=O)c2ccnn2C)cc1 (centres undefined),·,-3%,-8%,-10,15,1%[11.5 µM],1%,8%,?,-5
CCOc1ccc(S(=O)(=O)Nc2cc(OC)c(OC)cc2C(=O)O)cc1,16,4%,·,7,1,4%,0%,-1%,2%,-8
Cc1ccc(CC(=O)Nc2cccc(C)n2)cc1,1,2%,-6%,-2,·,-8%,0%,-6%,?,-11
C=CCN1C(=O)CSC1=Nc1cccc(O)c1,-4,-28%,-9%,4,-3,3%,-1%,-5%,4%,-6
Cc1ccc(C(=O)N[C@@H](Cc2ccccc2)C(=O)N2CCC3(CC2)NCCc2[nH]cnc23)cc1C,-3,1%,-6%,12,-1,5%,1%,-4%,6%,34
COc1ccc2[nH]c(=O)c(CN(C(C)=O)C3CCCCC3)cc2c1,-6,7%,4%,-6,-2,-9%,0%,-5%,45%,7
CN(C(=O)c1ccc(S(=O)(=O)N2CCCC2)cc1)C1CCCCC1,1,-8%,2%,-1,1,·,2%,-1%,5%,-7
Cc1ccc(-c2noc(CNCCCN(C)C)n2)cc1,-2,-4%,6%,1,-2,3%,-4%,-12%,?,3
CCOc1ccc(-n2nnnc2SCC(=O)NNC(=O)c2ccco2)cc1,-10,9%,17%,3,0,-9%,1%,-2%,-3%,5
CCNc1nc(NCC)n2c(SCC(=O)NC34CC5CC(CC(C5)C3)C4)nnc2n1,-20,-2%,-11%,5,-1,3%,4%,-2%,2%,6
O=C(CN1CCN(C(=O)c2ccco2)CC1)Nc1ccc2c(c1)OCCO2,-6,-27%,3%,11,-4,0%,-2%,2%,?,16
CCCc1cc(=O)[nH]c(SCC(=O)c2cc(C)n(CCC)c2C)n1,2,6%,-2%,8,4,6%,4%,0%,-2%,0
CC(C)c1ccc(NC(=O)CNCC(c2ccccc2)N(C)C)cc1 (centres undefined),-32,-20%,1%,5,1,-1%,1%,-3%,0%,12
COc1ccccc1/C=C/C(=O)Nc1nc(N)n(-c2ccccc2)n1,-40,-2%,0%,-7,-3,-5%,-1%,8%,?,-1
Cc1cccc(Nc2c(-c3ccc(N4CCOCC4)cc3)nc3ncccn23)c1,-5,5%,-1%,15,-11,5%,-1%,-5%,?,0
Nn1c(COc2ccccc2F)nnc1SCC(=O)NC1CC1,-13,24%,-7%,2,-1,1%,2%,6%,-2%,-5
Cc1ccc(C(=O)COC(=O)C2CC(=O)N(c3nc(-c4ccccc4)cs3)C2)cc1 (centres undefined),-2,1%,0%,-3,-2,5%,2%,-7%,0%,0
CC(NC(=O)COC(=O)CCN1C(=O)C2CC=CCC2C1=O)c1ccc(Br)cc1 (centres undefined),-14,-5%,0%,-5,7,5%,-1%,-4%,14%,0
Cn1c(-c2ccco2)n[nH]c1=S,22,-3%,-9%,-7,1,-1%,-1%,0%,12%,8
CC(C)NCC(O)COc1ccc2c(c1)CCC2 (centres undefined),7,-3%,6%[46.1 µM],0,1,0%,4%,-9%,18%,7
COCCNC(=O)C(c1ccc(Cl)cc1)N(Cc1ccco1)C(=O)CCC(=O)Nc1ccccn1 (centres undefined),-10,1%,2%,-9,-1,5%,2%,2%,4%,-4
CC(=O)Nc1ccc([N+](=O)[O-])c(CS(=O)(=O)c2ccc(C)cc2)c1[N+](=O)[O-],9,-1%,2%,-13,8,1%,2%,-2%,4%,17
O=C(COc1ccc(F)cc1Br)NCC1(N2CCCCC2)CCCCC1,-20,7%,3%,-5,·,3%,2%,·,6%,7
COc1ccc(NS(=O)(=O)c2cccc(C(=O)NCC(c3ccco3)N3CCCC3)c2)cc1 (centres undefined),-3,7%,6%,1,-1,6%,4%,1%,2%,0
Clc1ccc(N=c2ssnc2Cl)cc1,-18,9%,-4%[46.1 µM],-21,19,-6%,1%,5%,16µM*,10
O=C(NCCCN1CCCC1)[C@H](CSCc1ccccc1)N1Cc2ccccc2C1=O,-16,2%,-2%,-4,-3,-1%,1%,1%,14%,-5
Cc1ccc(C2(C)NC(=O)N(CC(=O)NCc3cccc(Cl)c3)C2=O)cc1 (centres undefined),5,-6%,-2%,2,0,5%,-1%,-6%,8%,-37
COCCNS(=O)(=O)c1ccc(F)c(OC)c1,3,-2%,11%,4,-3,0%,3%,-2%,3%,-2
CC(C)Cn1c(-c2ccco2)n[nH]c1=S,-9,-9%,·,1,-9,·,-1%,-5%,-4%,5
CCn1cc(C(=O)N2CCCC(CO)(Cc3ccccc3C)C2)cn1 (centres undefined),41,-3%,-5%,12,7,2%,9%,-1%,11%,3
Cn1cnc(C(=O)NCc2ccc(CNC(=O)OC(C)(C)C)cc2)c1C(=O)NCc1ccc(CNC(=O)OC(C)(C)C)cc1,-115*,6%,-6%,-20,·,-5%,2%,·,?,-3
O=C(Nc1cc2c3c(c1)CC(=O)N3CCC2)c1ccc(Br)cc1,9,-6%,2%,0,-3,20%,1%,1%,?,-5
CCOC(=O)CSc1nc2c(cnn2-c2ccc(Cl)cc2)c(=O)[nH]1,-3,-11%,-5%,-6,-1,-20%,0%,-9%,-4%,-12
CC(C)OCCCNc1ncnc2c1[nH]c1ccccc12,-1,6%,3%,-34,?,-1%,5%,8%,9.2µM*,7
COc1cccc(C2/C(=C(\O)c3ccc(OC)c(OC)c3)C(=O)C(=O)N2c2cc(C)on2)c1 (centres undefined),-3,0%,2%,32,0,-2%,0%,-2%,12%,7
Cc1ccc(C)c(NC(=O)CC2Oc3ccccc3NC2=O)c1 (centres undefined),1,6%,3%,4,-3,4%,-6%,0%,-3%,9
CC(Sc1nc2ccccc2[nH]1)C(=O)O (centres undefined),-4,-2%,-6%,-6,-1,7%,7%,3%,1%,10
COCCNC(=O)CCCCCn1c(=S)[nH]c2ccccc2c1=O,-13,-3%,6%,2,1,-1%,1%,-2%,-1%,2
O=C(CSc1nnc(Cn2cnc3ccccc32)o1)c1ccccc1,-7,11%,-2%,-13,-2,7%,1%,0%,?,11

# A section of the results above:
SMILES,KCNH2 3.1 block,Eya2 phos inh,TCR activator,TSHR antagonist,TRPV1 agonist,AT treatment,USP2a block,Mito fusion yeast,ELG1 DNA repair,hERG WT inh
CCOC(=O)C(C)Sc1cc(CS(=O)(=O)c2ccccc2)nc(-c2ccccc2)n1 (centres undefined),20,-2%,3%,5,?,0%,-2%,1%,-16%,4
CSc1ccc(C2c3[nH]c4ccccc4c3CCN2C(=O)c2ccnn2C)cc1 (centres undefined),·,-3%,-8%,-10,15,1%[11.5 µM],1%,8%,?,-5
CCOc1ccc(S(=O)(=O)Nc2cc(OC)c(OC)cc2C(=O)O)cc1,16,4%,·,7,1,4%,0%,-1%,2%,-8

# (next part)
SMILES,KCNH2 3.1 block,Eya2 phos inh,TCR activator,TSHR antagonist,TRPV1 agonist,AT treatment,USP2a block,Mito fusion yeast,ELG1 DNA repair,hERG WT inh
CC(C)Cc1nc2sc3c(c2c(=O)n1N)CC(C(C)C)OC3 (centres undefined),24,-20%,3%,-1,2,0%,0%,7%,?,5
CC(=O)Nc1ccc(S(=O)(=O)Nc2ccccc2C(=O)N2CCCC2)cc1,3,0%,-5%,3,-3,1%,-4%,6%,22%,2
CC(Sc1ccc(S(=O)(=O)N2CCCCCC2)cn1)C(N)=O (centres undefined),-1,-20%,-8%,13,-2,-8%,0%,1%,-2%,2
CCCS(=O)(=O)N1CCC(C(=O)N2CCc3ccccc3C2)CC1,11,15%,0%,3,9,-1%,0%,-1%,-4%,5
COc1ccc(S(N)(=O)=O)cc1C(=O)NCCCN1CCN(c2ccccc2OC)CC1,16,9%,3%,2,4,17%,3%,-6%,0%,1
CC(=O)c1c(C)n(-c2ccccc2)c2ccc(OCC(N)=O)cc12,18,0%,-5%,-7,9,4%[11.5 µM],11%,0%,-10%,-12
O=C(OCC(=O)N1CCCCC1)c1ccc(OC(F)(F)F)cc1,0,5%,1%,-11,·,14%,2%,·,-3%,7
CCCCCCSc1ccc([C@H]2N[C@@](Cc3ccccc3)(C(=O)OC)[C@H]3C(=O)N(C)C(=O)[C@@H]23)cc1,-22,-35%,-7%,25,-1,14%,-7%,?,4%,-6
O=C(C[n+]1ccccc1)N/N=C/c1cccs1,·,-3%,1%,-11,-3,8%,4%,-13%,5%,-7
CSc1nnc(SCC2=NNC(=O)SC2)s1,·,-7%,-3%[46.1 µM],6,1,11%,3%,-10%,19%,5
